JMJD2A Tudor = JMJD2A Tudor domain (human) inhibition. 4.4% of 390,000 active. O75164. Potency, µM (titrated, usually from 114 µM), for inactives: top-dose activity change, negative = inhibition, hits mostly inhibitors. AlphaScreen JMJD2A-Tudor / H3K4me3 peptide binding; note: potency is the fitted concentration of half-maximal effect; % is set by controls: 0 for no effect and ±100 for the full control effect; nearly all actives have a fitted effect of over 50% in size
POLH inh = DNA polymerase eta (human) inhibition; Q9Y253; recombinant Pol eta, fluorescent DNA replication assay; Potency, µM (titrated, usually from 114 µM), for inactives: at the top dose activity change, negative = inhibition, most hits filed as inhibitors; 1.2% of 390,000 active; AID 588591; note: potency is the fitted concentration of half-maximal effect; % is set by controls: 0 for no effect and ±100 for the full control effect
Target sequence (Q9Y253 whole entry, looked up): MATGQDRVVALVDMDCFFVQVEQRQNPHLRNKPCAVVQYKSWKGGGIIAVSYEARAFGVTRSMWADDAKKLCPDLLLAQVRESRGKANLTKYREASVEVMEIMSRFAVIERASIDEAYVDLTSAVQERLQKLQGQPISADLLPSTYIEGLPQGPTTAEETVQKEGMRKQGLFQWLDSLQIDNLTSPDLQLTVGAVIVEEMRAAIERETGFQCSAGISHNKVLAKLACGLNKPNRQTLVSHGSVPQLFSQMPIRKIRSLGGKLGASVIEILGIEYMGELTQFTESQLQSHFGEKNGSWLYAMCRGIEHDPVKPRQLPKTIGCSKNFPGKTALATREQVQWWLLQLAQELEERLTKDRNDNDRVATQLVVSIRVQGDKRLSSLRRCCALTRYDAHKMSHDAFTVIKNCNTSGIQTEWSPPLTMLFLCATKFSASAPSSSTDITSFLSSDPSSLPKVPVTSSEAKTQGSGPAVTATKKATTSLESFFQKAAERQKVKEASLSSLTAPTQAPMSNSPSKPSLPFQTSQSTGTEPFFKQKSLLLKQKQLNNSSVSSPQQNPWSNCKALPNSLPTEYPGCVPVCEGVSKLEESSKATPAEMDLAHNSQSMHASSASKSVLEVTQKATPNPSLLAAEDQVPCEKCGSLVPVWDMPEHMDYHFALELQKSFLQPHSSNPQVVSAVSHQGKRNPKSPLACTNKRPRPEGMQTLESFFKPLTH
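Pol eta at 10 nM preincubated with compounds 15 min at room temperature; reaction started with fluorescent substrate (50 nM final) and read kinetically at 0 and 10 min.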
PGK inhibitor = T. brucei PGK inhibition; Potency, µM (titrated, usually from 57.5 µM), for inactives: at the highest dose activity change, negative = inhibition, hits mostly inhibitors; PGK/GAPDH coupled, Kinase-Glo luminescence, 60 min; P07378; 0.043% of 380,000 active; AID 602233; note: potency is the fitted concentration of half-maximal effect; % is set by controls: 0 for no effect and ±100 for the full control effect; nearly all actives have a fitted effect of over 60% in size
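Recombinant glycosomal PGK reaction used 1,3-bisphosphoglycerate generated in-well by GAPDH (100nM final) in 100mM TEA pH 7.6, 5mM MgCl2, 0.01% Tween-20. After 60 minutes at room temperature, ATP was read by Kinase-Glo Plus luminescence end-point.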
Pin1 inhibitor = blocks the human prolyl isomerase Pin1; 0.009% of 390,000 active; Pin1 FP peptide displacement, HiFluor488, 10 min; Q13526; Potency, µM (top dose mostly 115 µM), for inactives: top-dose activity, negative = inhibition, usual class: inhibitors; active = well fitted inhibition curve with a large enough effect in the polarisation, with a control signal flat, not every such curve was filed as active; inconclusive = small, poorly fitted or top-dose-only effect, or effect the other way, or a change in a side signal; inactive = no such curve, though single readings can be large or run the other way; the % refers to the polarisation; note: potency is the fitted concentration of half-maximal effect; % is set by controls: 0 for no effect and ±100 for the full control effect
Target sequence (Q13526 whole entry, looked up): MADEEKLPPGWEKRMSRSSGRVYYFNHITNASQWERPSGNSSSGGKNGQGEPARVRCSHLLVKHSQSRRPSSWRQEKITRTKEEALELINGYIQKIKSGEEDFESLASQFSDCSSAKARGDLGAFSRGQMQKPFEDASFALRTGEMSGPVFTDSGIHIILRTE
PI4K2A inh = blocks human PI4K2A kinase activity; Q9BTU6; activity change, negative = inhibition, % at 76.9 µM; 0.13% of 420,000 active; purified PI4K2A, ADP-Glo luminescence, 1 h; stronger effect = lower value; in the data active = activity change below about -50%; inconclusive = mostly about -30% to -49%;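 note: -100% = wells without enzyme as full effect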
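ADP-Glo luminescence measured ADP generated by PI4K2A enzyme (4 ug/mL before mixing) with 1.2 mM PI substrate (pre-mix) and 300 microM ATP (pre-mix). Tris pH7.5 buffer with MgCl2, Triton X-100; 1 h reaction at ambient temperature.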
G9a inh = G9a (human) methyltransferase inhibition; G9a H3K9 monomethylation, AlphaScreen, 2 h; Potency, µM (highest dose often 102 µM), inactives show at the highest dose activity, negative = inhibition, actives largely listed as inhibitors; 8.8% of 350,000 active; note: potency is the fitted concentration of half-maximal effect; % is set by controls: 0 for no effect and ±100 for the full control effect; nearly all actives have a fitted effect of over 75% in size
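Readings reflect AlphaScreen signal from monomethyl-H3K9 antibody detection. HMT at 20 nM; substrate b-H3K9 500 nM; cofactor SAM 20 uM; 2 h RT reaction; compounds tested as titrations in qHTS with 15 min preincubation.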
BAZ2B block = inhibitors of human BAZ2B bromodomain; AlphaScreen BAZ2B-H3K14Ac peptide displacement; Potency, µM (doses to about 114 µM), without a hit: at the highest dose activity change, negative = inhibition, usual class: inhibitors; 4.4% of 360,000 active; AID 504333; note: potency is the fitted concentration of half-maximal effect; % is set by controls: 0 for no effect and ±100 for the full control effect; nearly all actives have a fitted effect of over 60% in size
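AlphaScreen luminescence quantifies BAZ2B engagement of H3K14Ac peptide; the protein and biotinylated peptide are both at 50 nM final, buffer PBS pH 7.4 with 0.01% Tween-20, all steps at room temperature.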
GLS inhibitor = inhibitors of human glutaminase (GLS); O94925; GLS enzymatic activity, qHTS titration; Potency, µM (doses to about 45.5 µM), for the others: at the highest dose activity change, negative = inhibition, most hits filed as inhibitors; 0.21% of 410,000 active; AID 624170; note: potency is the fitted concentration of half-maximal effect; % is set by controls: 0 for no effect and ±100 for the full control effect
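Two-point fluorescence kinetic (t0, 30 min RT) for hKGA; glutamate detected via glutamate oxidase–HRP–Amplex Red. Substrate: 1 mM L-glutamine solution; buffer 45 mM KH2PO4, pH 8.2.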
HP1b binding inh = blocks HP1-beta chromodomain binding to methylated histone tails. 0.56% of 390,000 active. AID 540317. Potency, µM (titrated, usually from 114 µM), inactives show at the highest dose activity change, negative = inhibition, usual class: inhibitors. P83916. AlphaScreen HP1-beta / biotin-H3K9me3 peptide binding; note: potency is the fitted concentration of half-maximal effect; nearly all actives have a fitted effect of over 70% in size; inactives centre near 23
Target sequence (P83916 whole entry, looked up): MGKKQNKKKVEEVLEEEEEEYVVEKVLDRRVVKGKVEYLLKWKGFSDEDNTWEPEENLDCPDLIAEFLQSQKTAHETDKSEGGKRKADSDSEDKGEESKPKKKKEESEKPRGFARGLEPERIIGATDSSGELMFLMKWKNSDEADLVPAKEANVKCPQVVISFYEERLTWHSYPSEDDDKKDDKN
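AlphaScreen: HP1-beta (50 nM) preformed 30 min with biotin-H3(1-18)K9me3 peptide (50 nM) in PBS pH 7.4, 0.01% Tween-20. Compound added for 30 min at RT, then streptavidin donor/nickel chelate acceptor beads (10 ug/mL) for 30 min.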
* hit, by the source's call; i = inactive; ? = inconclusive; / = no result given; & = joins results of further samples; [ ] = remark or other dose. Unless noted, calls come from the whole dose curve; as a rule, active = well fitted curve in the direction sought with a large enough effect; inconclusive = small, poorly fitted or top-dose-only effect, or another doubt; inactive = no such curve, though single readings can be large; an effect the other way counts as inactive or inconclusive. Some of the compounds tested; count on the stated rates, not on these rows.

Each structure is followed by: POLH inh	GLS inhibitor	HP1b binding inh	BAZ2B block	PI4K2A inh	G9a inh	Pin1 inhibitor	PGK inhibitor	JMJD2A Tudor
> COc1ccc(NC(=O)C2CCCC2)cc1S(=O)(=O)N1CCOCC1
  -24.4%	3.2%	34.6%	0.9%	-3.4	2.1%[2.33 µM]	-0.2%	-0.8%	-7.6%
> Nc1nc(NCc2ccco2)nc(Nc2ccc(F)cc2)c1[N+](=O)[O-]
  5.2%	-0.5%	41.6%[activator]	-8.7%	-1.1	/	4.3%	-1.0%	-9.7%
> COc1ccc(CCNC(=O)COc2ccc(-c3ccccc3)cc2)cc1OC
  -0.9%	-1.5%	16.5%	-22.6%	2.7	-24.5%[59 µM]	-0.3%	-7.7%	-12.5%
> CC(=O)Nc1ccc(S(=O)(=O)Nc2ccc(S(=O)(=O)Nc3nccs3)cc2)cc1
  -5.5%	5.3%	17.9%	-24.5%	-0.3	0.3%	-3.0%	-2.9%	-11.9%
> CCCn1c(=O)c(Br)cn(-c2ccccc2C)c1=O
  -3.2%	-2.0%	44.9%[activator]	-19.2%	-1.0	-4.1%[59 µM]	0.3%	-2.9%	18.9%
> Cc1cccc(C)c1NC(=S)NC(C)(C)CO
  -3.3%	-3.9%	86.0%[activator]	17.8%	-5.8	?	-7.8%	-9.3%	-3.3%
> CN(C)c1oc(-c2ccc(OCc3ccc(Cl)cc3)cc2)nc1C#N
  3.6%	-2.7%	-14.1%	?	3.4	?	-0.5%	-4.1%	-27.6%
> O=C(N1CCOCC1)N1CCN(C(=O)N(c2ccccc2)c2ccccc2)CC1
  5.5%	-3.5%	27.0%	4.7%	-1.4	?	-7.4%	4.2%[11.5 µM]	0.0%
> Cc1nn(-c2ccccc2)c(Cl)c1C(=O)NCC1CCCO1 (stereo not given)
  -8.1%	0.5%	45.6%[activator]	-3.2%	0.1	3.7%[12.7 µM]	-2.9%	-8.4%	1.4%
> Cc1cccc(CNc2ncnc3[nH]ncc23)c1
  -16.4%	-1.8%	16.7%	/	-1.9	/	-7.9%	i	-15.8%
> COc1ccc(CNC(=O)/C=C/c2ccc(OCCCF)cc2)cc1
  -10.1%	17.3%	15.7%	-1.1%	-0.4	-0.9%[0.0925 µM]	7.1%	6.8%	-6.2%
> O=C(COc1ccccc1Cl)NCCCNC(=O)c1ccccn1
  -4.9%	0.0%	-12.8%	-19.2%	5.1	9.8%	1.2%	-0.7%	-22.3%
> C/C(=N\OCC(=O)O)c1ccc(Cl)cc1
  -7.5%	-1.3%	52.1%[activator]	2.6%	2.4	12.1%	1.8%	i	7.4%
> CCc1ccc(C2C(C#N)=C(N)OC3=C2C(=O)CCC3)s1 (stereo not given)
  -7.6%	0.0%	21.6%	-21.2%	-1.9	-22.1%	12.9%	1.9%	-0.7%
> CCOC(=O)C1(CCCc2ccccc2)CCN(C(=O)Cc2nonc2C)CC1
  -14.1%	-10.4%	64.9%[activator]	5.5%	1.5	-2.4%	-0.3%	1.7%	7.6%
> CCOc1ccc(/C=N/NC(=O)Cn2ccnc2C)cc1
  -19.0%	-3.7%	17.4%	-6.6%	-5.1	7.4%	-2.9%	-3.9%	-1.4%
> CC(C)OCCCN1C=C2C(=O)C(C)(OC(=O)CCc3ccccc3)C(=O)C=C2C=C1c1ccc(C#N)cc1 (stereo not given)
  -0.2%	-5.5%	-1.5%	-31.7%	-4.6	-35.7%[59 µM]	?	i	-25.2%
> Cc1ccc(-c2cnc(NC(=O)CCC(=O)N3CCCCC3)n2C)cc1
  -10.0%	29.4%	-5.4%	?	6.4	3.7%[12.7 µM]	0.7%	1.2%	?
> O=C(NNC(=O)C1CC1)c1cc(Br)c(Br)s1
  -11.1%	15.6%	16.5%	/	2.1	/	9.9%	-0.4%	-16.0%
> CCOc1ccc(-c2cc(C(=O)N3CCN(C)CC3)c3ccccc3n2)cc1
  -8.8%	-2.7%	28.8%	29.5%	4.6	-36.8%[12.7 µM]	-9.7%	-0.2%	2.6%
> O=C(NCCCc1ccccc1)c1cccc(NC(=O)C2CCCCC2)c1
  -10.9%	12.3%	31.5%	/	2.6	/	9.3%	10.9%	-18.7%
> Cc1ccc(NC(=O)C2CCCN(S(=O)(=O)c3cnc[nH]3)C2)cc1F (stereo not given)
  -11.2%	-3.6%	14.5%	0.4%	-5.8	?	-6.7%	-3.1%	-29.0%
> COC(=O)C(C#N)c1nc2ccccc2nc1N1CCCC1 (stereo not given)
  -7.3%	4.4%	0.2%	?	-12.6	-38.9%[12.7 µM]	?	-4.4%	-29.1%
> Cc1cn(-c2cc(C(=O)Nc3ccc(C)c(NC(=O)C(=O)c4c[nH]c5ccccc45)c3)cc(C(F)(F)F)c2)cn1
  -8.3%&0.8%	-1.0%&0.3%	11.8%	-22.9%	-0.6&-1.1	-44.7%[59 µM]	6.1%	-2.1%&-7.1%	-30.3%
> CCc1ccc(CNC(=O)C2CC(=O)N(C3CCCC3)C2)cc1 (stereo not given)
  -17.5%	-4.1%	19.6%	26.7%[57.1 µM]	0.9	-2.1%	-1.6%	-8.8%	-14.0%
> O=c1c2cc([N+](=O)[O-])ccc2sn1-c1ccccc1
  -6.7%	10µM*	/	/	2.9	/	/	-2.9%	/
> CCN(CC)C(=O)Cn1cc(S(=O)(=O)CC(=O)NC2CCCCC2)c2ccccc21
  -4.2%	5.3%	25.4%	-6.4%	1.4	-27.6%	3.4%	-0.8%	-2.1%
> CCOC(=O)c1c(SC)nc(SC)c2c1CCC2
  -8.4%	6.4%	49.7%[activator]	3.4%	-3.5	15.1%[59 µM]	6.7%	-3.5%	13.3%
> Cc1ccc(C(=O)NC2CCCCCCC2)cc1S(=O)(=O)N1CCOCC1
  -17.9%	9.9%	37.8%	1.6%	5.6	6.0%	-3.8%	11.8%	-13.0%
> CCOC(=O)c1scc(-c2ccccc2)c1S(=O)(=O)Nc1cc(Cl)c(OC)cc1OC
  -17.1%	18.6%	?	?	-4.2	10µM*	-1.4%	3.8%	-23.7%

Remaining list, next part.
Each structure is followed by: POLH inh	GLS inhibitor	HP1b binding inh	BAZ2B block	PI4K2A inh	G9a inh	Pin1 inhibitor	PGK inhibitor	JMJD2A Tudor
> O=C(COC(=O)C1(c2ccc(Cl)cc2)CCCC1)Nc1ncc(C(F)(F)F)cc1Cl
  -20.8%	1.2%	77.1%[activator]	-6.4%	0.2	38.4%[59 µM]	1.9%	1.7%	15.2%
> COc1ccc(Br)cc1C(=O)Nc1ccc(C(=O)NCC(C)C)cc1
  -3.1%	-1.7%	9.3%	1.3%	-2.1	14.2%	2.3%	-2.8%	1.4%
> CCc1nnc(NC(=O)CSc2nnc(-c3ccco3)n2CC)s1
  -12.8%	-5.2%	57.6%[activator]	/	8.6	-11.1%[59 µM]	-0.5%	i	-9.7%
> CC1CCN(C(=O)NC(=O)c2ccc(Cl)cc2)CC1
  -3.8%	-1.0%	27.3%	1.1%	3.8	79.2%[activator]	-4.6%	-1.7%	-12.9%
> O=C(CSc1nnc(CCCO)n1-c1ccccc1)Nc1nccs1
  -11.6%	-0.7%	11.6%	0.9%	2.8	11.4%	-6.5%	3.3%	-33.6%
> Cc1c(C2=CCN(S(=O)(=O)c3ccc(CC(C)C)cc3)CC2)c2ccccc2n1CC(=O)N1CCCC1
  -15.3%	?	18.9%	-25.1%	-12.9	?	?	-7.6%	-26.2%
> COc1ccc(C(C)=NNC(=O)c2cccc(S(=O)(=O)N3CCCC3)c2)cc1
  -1.8%	2.7%	-10.6%	/	-5.1	/	1.6%	-10.9%	-9.0%
> COc1ccccc1CNC(=O)Cn1c(=O)ccc2cc(S(=O)(=O)N3CCCC3)ccc21
  -8.6%	-7.9%	20.8%[57 µM]	4.2%	-12.5	16.0%[59 µM]	2.3%	1.3%	-10.6%
> O=C(COc1ccc(Cl)cc1Cl)N1CCNC1=O
  6.2%	-1.0%	32.9%	8.5%	1.3	8.2%[12.7 µM]	2.8%	-3.7%	-6.8%
> COCCCNC(=S)NNC(=O)c1ccoc1C
  -17.3%	19.2%	32.0%	7.1%	-1.0	-3.5%	-0.6%	i	-4.8%
> CCOC(=O)C(=Cc1ccc(Br)cc1)C(=O)OCC
  -11.1%	4.6%	120.8%[activator]	44.3%[activator]	23.2	-4.3%[12.7 µM]	-0.7%	-3.2%	89.0%[activator]
> C1=Nc2ccccc2CN1c1ccccc1
  0.1%	8.1%	15.5%	-28.4%	-2.2	-34.2%[59 µM]	1.7%	-10.0%	-7.5%
> COc1cc(CN2CCCC(N3CCc4ccccc4C3)C2)c(Cl)cc1O (stereo not given)
  -12.0%	-5.3%	33.2%	-19.7%	3.5	/	-1.2%	-3.5%	-15.8%

Gathered by group: those above with a CF3 group.
Each structure is followed by: POLH inh	GLS inhibitor	HP1b binding inh	BAZ2B block	PI4K2A inh	G9a inh	Pin1 inhibitor	PGK inhibitor	JMJD2A Tudor
> Cc1cn(-c2cc(C(=O)Nc3ccc(C)c(NC(=O)C(=O)c4c[nH]c5ccccc45)c3)cc(C(F)(F)F)c2)cn1
  -8.3%&0.8%	-1.0%&0.3%	11.8%	-22.9%	-0.6&-1.1	-44.7%[59 µM]	6.1%	-2.1%&-7.1%	-30.3%
> O=C(COC(=O)C1(c2ccc(Cl)cc2)CCCC1)Nc1ncc(C(F)(F)F)cc1Cl
  -20.8%	1.2%	77.1%[activator]	-6.4%	0.2	38.4%[59 µM]	1.9%	1.7%	15.2%

High-throughput results deposited in PubChem BioAssay by National Center for Advancing Translational Sciences (NCATS).
